Shn3 3UTR inh – reduction of Shn3 3'UTR firefly luciferase signal, primary screen, Schnurri-3 inhibitor project, cell-based, Clone20 osteoblasts, set 2; 0.52% of 360,000 active; Clone20 osteoblast Shn3 3'UTR firefly luciferase, 24 h; inhibition, % at 12.5 µM;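 active = mean inhibition of at least 75% with every replicate also reaching 75%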;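 note: 0% = median of neutral control wells and 100% = pilot-screen positive control compound; some compounds past the cut are filed as inactive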
HIF-2a block – HIF-2a reporter inhibitors, primary screen, luminescence, 786-0 RCC cells; 786-0 RCC cells HIF-2a reporter, luciferase luminescence, overnight; inhibition, % at 18.8 µM; 0.72% of 360,000 active;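 active = inhibition of the luminescence signal of 40% or more relative to plate controls, in a single-dose primary screen at 18.75 µM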
LMP1 NFkB inh – EBV LMP1-driven NF-kappaB luciferase reporter inhibitors, primary screen, cell-based, luminescence, single point | LMP1-induced NF-kappaB luciferase reporter cells | AID 504558, 2011 | 0.69% of 350,000 active | inhibition, % at 12.5 µM; in the data active = inhibition above about 41%;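 note: 0% = neutral control wells and 100% = reference inhibitor control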
NR2E3 ag-1 – inhibitors of NR2E3-RetCOR corepressor binding, primary screen, NR2E3 agonist project, biochemical, TR-FRET, GST-NR2E3, biotin-RetCOR; inhibition of corepressor binding, % at 4.78 µM; 1536-well; AID 2300, 2010; 0.12% of 320,000 active;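 active = percent inhibition above the cutoff of mean plus 3 SD of all tested compounds, set per screening campaign, cut at about 20% in these data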;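 note: 0% = DMSO wells and 100% = biotin wells as full block of FRET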
Target sequence (Q9Y5X4 whole entry, looked up): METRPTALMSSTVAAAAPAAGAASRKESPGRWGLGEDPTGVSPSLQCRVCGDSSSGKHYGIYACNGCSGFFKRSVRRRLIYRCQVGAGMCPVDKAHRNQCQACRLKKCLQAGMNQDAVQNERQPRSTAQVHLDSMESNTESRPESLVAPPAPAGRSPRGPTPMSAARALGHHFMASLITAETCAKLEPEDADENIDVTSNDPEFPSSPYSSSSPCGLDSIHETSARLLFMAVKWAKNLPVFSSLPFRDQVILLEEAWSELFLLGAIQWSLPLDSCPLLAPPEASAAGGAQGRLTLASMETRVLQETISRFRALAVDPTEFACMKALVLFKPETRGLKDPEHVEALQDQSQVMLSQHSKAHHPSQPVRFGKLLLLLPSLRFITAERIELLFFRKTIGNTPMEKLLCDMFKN
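Test system: GST-NR2E3 and biotin-RetCOR proteins | Quantity: 1.35 nM GST-tagged NR2E3 final | Medium: Tris pH 7.5 | Also added: 7 nM biotin-RetCOR | Dosing: Compound at 4.8 µM, single dose | Timing: 5 h at 4 °C | Detection: Time-resolved FRET | Read-out basis: Percent inhibition | Benchmarks: Biotin wells as high control, 0.6% DMSO wells as low control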
KKLEB cytotox – cytotoxicity in KKLEB CF airway cells, primary screen, cytotoxicity control for CF NF-kB inhibitor project, cell-based, uHTS, fluorescence assay plates | activity change (cytotoxicity), % at 5 µM | 0.36% of 360,000 active | KKLEB CF airway cells viability, ATPlite luminescence, overnight; active compounds read low; cells stimulated with P. aeruginosa culture filtrate | AID 602141, 2011;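 active = corrected activity change at or below -50% at 5 µM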
hiPSC survival – enhancers of single-cell hiPSC survival, primary screen, ATPlite luminescence | 100% = ROCK inhibitor wells, 0% = DMSO | survival enhancement, % at 20 µM | 0.044% of 360,000 active; in the data active = survival enhancement above about 18%;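 note: cells exposed to compounds for 16 hours before the ATP read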
TRPM1 prom inh – inhibitors of MITF-dependent TRPM1 promoter reporter, primary screen, cell-based, SK-MEL-5, single point, luciferase; SK-MEL-5 TRPM1 promoter luciferase, 24 h; inhibition, % at 12.5 µM; 0.83% of 330,000 active; AID 488899, 2010;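 active = mean inhibition across replicates of 60% or more, whatever share of single replicates reaches that level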; note: values of inactives mirror those of a sister screen read the other way
Peg3 prom inh – Peg3 promoter-driven luciferase inhibitors, primary screen, cell-based, HeLa, luciferase luminescence; inhibition, % at 20 µM; 1.7% of 360,000 active; HeLa PEG-Prom luciferase reporter, overnight;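 active = inhibition of at least 50% at 20 µM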
CF NFkB inh – inhibitors of PAF-induced NF-kB signaling, primary screen, cell-based, GFP fluorescence, uHTS; KKLEB NF-kB-GFP reporter, GFP fluorescence overnight; inhibition, % at 5 µM; 0.86% of 360,000 active;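 active = at least 50% inhibition at 5 µM, scaled per plate between neutral and stimulator controls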;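 note: PAF is a Pseudomonas aeruginosa culture filtrate used as stimulus; plate controls were PAF-stimulated DMSO wells for no effect and unstimulated DMSO wells for full effect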
C8 TRAIL sens – viability loss with TRAIL in NB7+C8 cells, primary screen, TRAIL sensitizer project, cell-based, ATPlite luminescence | inhibition (viability loss, TRAIL sensitization), % at 10 µM | 1% of 360,000 active;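 active = compounds causing at least 50% loss of cell viability in the single-dose screen, relative to plate controls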
NR2E3 ag-2 – NR2E3 agonists in two-hybrid cells, primary screen, cell-based, luminescence, CHO-S, Gal4-NCOR/VP16-NR2E3. Photoreceptor-specific nuclear receptor (Homo sapiens), Q9Y5X4. luciferase. inhibition of corepressor binding, % at 3.98 µM. 0.35% of 360,000 active. AID 602229, 2012;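 active = inhibition above the mean of all tested compounds plus 3 SD, cut at about 70% in these data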;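 note: 0% = DMSO with NR2E3 transfected cells and 100% = cells lacking NR2E3 construct; higher means lower luciferase signal from less NR2E3 corepressor binding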
* = called active by the depositor; . = not tested or not shown; & = joins results of further samples; ! = repeats disagree. An excerpt; count on the stated rates, not on these rows.

Second line of a record – Shn3 3UTR inh, HIF-2a block, LMP1 NFkB inh, NR2E3 ag-1, KKLEB cytotox, hiPSC survival, TRPM1 prom inh, Peg3 prom inh, CF NFkB inh, C8 TRAIL sens, NR2E3 ag-2
> O=C(Cc1ccccc1)N1CCN(Cc2cccc(Br)c2)CC1
 : 9, 11, 11, 2, 3, 1.1, -6, 2, 18, -4, 12
> CCCc1c(C)nc(SCC(=O)C(C)(C)C)nc1OC(=O)N(C)C
 : 13, 16, 4, 1, -2, -0.4, 9, 4, -1, 3, 8
> Nc1ccccc1C(=O)c1ccccc1
 : -16, -6, -1, 0, -10, 2.6, 0, -13, 4, -12, -5
> S=C(NCCc1ccccc1)N1Cc2cc(-c3ccccc3)ccc2-n2nncc2C1
 : 13, 1, ., ., -13, 0.6, ., 23, 12, -6, -11
> N/C(=N\[N+](=O)[O-])N1CCN(C(=O)Oc2ccccc2)CC1
 : -7, 11, 11, -2, -12, -0.2, 8, 0, -4, -19, -23
> O=C(O)CCn1cc(C=C2C(=O)NC(=O)NC2=O)c(-c2cc3ccccc3oc2=O)n1
 : 3, 12, -4, -2, 10, -0.7, -5, 5, -25, -4, 18
> C=CCN1C(=O)NC(=O)/C(=C/c2cccn2C)C1=O
 : -2, -6, 1, -1, -20, -3.3, 1, 17, 18, 6, -4
> COC(=O)C1=C(c2ccc(F)cc2OCc2ccccc2)C[C@@H]2CC[C@H]1N2C(=O)NCCOc1ccc(OC)cc1
 : 33, 11, 0, -3, -15, -2.5, 2, 17, 22, 10, 1
> O=C(CCc1ccc(O)cc1)N1C[C@H]2C[C@@H](C1)c1cccc(=O)n1C2
 : -8, 0, 1, 2, 10, -1.9, -6, 11, 10, 4, -36
> COC(=O)C1=C(c2cccc(C#N)c2)C[C@@H]2CC[C@H]1N2C(=O)NC1CCCCC1
 : -4, 4, -2, 1, 14, -1.0, 3, -3, 4, -4, -6
> COc1ccc(OC)c(C(O)C(C)N)c1 (stereo unspecified)
 : 15&-21, -1, 3, ., -4, 0.6, -12, -1, 6, -3, -19
> CC1CN=C(NCc2ccccc2Cl)S1 (stereo unspecified)
 : 4, -16, 0, 0, 1, -0.5, -9, -16, -12, -9, -37
> O=C(CNS(=O)(=O)c1ccc(Br)s1)N1CCC2(CC1)OCCO2
 : ., -28, -6, 1, 9, -0.2, -11, -14, -16, -1, -11
> OC(C#CCN1CCOCC1)(c1ccccc1)C1CCCC1 (stereo unspecified)
 : -13, -1, -2, 3, -3, 6.3, 4, 13, -18, -9, 6
> O=C(CN1CCOCC1)c1cccc2ccccc12
 : -8, -1, 1, 2, -9, 0.2, 5, 14, 6, -10, -3
> CCOC(C(=O)OCCC[N+](C)(CC)CC)(c1ccccc1)c1ccccc1
 : -7, 0, -1, 2, -1, -0.4, 1, -3, 12, 2, -9
> CC(=O)Nc1ccccc1C(=O)OCc1ccc(F)cc1
 : 2, -218, -23, -1, -6, 3.5, -23, -128, 0, -1, -77
> O=[N+]([O-])c1cccc(CN2CCN(Cc3ccc(Br)cc3)CC2)c1
 : 4, -4, -10, -2, -23, 1.1, 10, 7, 8, 17, 10
> CC1CC=CCC12C(=O)NC(=S)NC2=O (stereo unspecified)
 : 7, 4, -4, ., -4, 1.6, 7, 5, 9, 3, -16
> O=c1[nH]c(=O)n(C2CCCCC2)c(O)c1C1NCCc2ccccc21 (stereo unspecified)
 : -9, 15, -8, -2, 11, 0.0, 9, 1, 11, -11, -35
> c1cc(OCCN2CC2)ccn1
 : -11, 1, -3, ., 4, -0.6, 3, -1, -10, -14, 10
> CCOc1ccccc1-n1c(O)c(C=NCCCn2ccnc2)c(=O)[nH]c1=O
 : -2, 10, -4, -1, 15, -0.7, -5, 15, -6, 4, -11
> CN(C)[C@@H]1C(=O)C(C(N)=O)=C(O)[C@@]2(O)C(=O)C3=C(O)c4c(O)cccc4[C@@](C)(O)[C@H]3[C@H](O)[C@@H]12
 : -4&-4, 9&4, 90*!, 9&9&8, 8&-2, 1.6&-3.2, 2&5, 12&9, 2&-5, -6&7, -9&-29
> COc1cc(C)cc2oc(=O)c(CC(=O)N3C[C@H]4C[C@@H](C3)c3cccc(=O)n3C4)c(C)c12
 : -2, 10, -9, 0, 3, 3.2, 2, 10, 5, 3, -35
> C[C@]12CC[C@@H](O)C[C@H]1CC[C@@H]1[C@@H]2CC[C@]2(C)C(=O)CC[C@@H]12
 : 11, 7, 8, 7, 2, 2.3, 2, -1, -51, 12, -26
> O=C(c1cn(Cc2ccccc2)c2ccccc12)N1CCCCC1
 : 13, 14, -8, 2, -3, 0.2, 3, 4, -3, -4, 8
> CC(C)c1ccc(C2NCc3ccccc3-n3cccc32)cc1 (stereo unspecified)
 : 31, 1, -1, ., -18, -0.5, 8, -19, 1, 14, -30
> CCCCn1c(=O)c(C(=O)Nc2ccccc2N)c(O)c2ccccc21
 : 14, 8, 11, -1, 9, -0.7, 2, 9, -26, 7, 18
> Cc1cccc(NC(=O)C(C)N2CC=C(c3ccccc3)CC2)c1 (stereo unspecified)
 : 12, -4, 4, -3, -7, 2.3, -1, 5, -2, -1, -2
> O=c1[nH]c(=S)[nH]c(O)c1N=Nc1ccc(S(=O)(=O)N2CCOCC2)cc1
 : 1, 2, 14, -3, 3, -0.2, 43, 7, -21, 6, 4
> CC(=O)N(C1=NCCCS1)c1ccc(Cl)cc1
 : 2, 6, -6, 1, -2, 0.6, -11, -7, 1, -11, -5
> Cc1c(N=Cc2c(O)n(Cc3ccco3)c(=O)[nH]c2=O)c(=O)n(-c2ccccc2)n1C
 : -3, 11, 10, 6, 2, 2.4, 7, -1, -5, -16, 9
> Cc1ccc(-c2cc(-c3ccc(C)cc3)[n+](-c3ccc(C(=O)O)cc3)c(-c3ccc(C)cc3)c2)cc1
 : 2, 2, -2, 4, -7, -1.0, -3, -14, -4, 4, -6
> Cc1ccc(C2CC(=O)C(C=NCCN3CCN(C(=O)Cc4ccccc4)CC3)=C(O)C2)cc1 (stereo unspecified)
 : 12, -4, 1, 3, -2, 1.4, 7, 11, 9, -9, -2
> COc1ccc(C(CNC(=O)c2ccc3c(c2)CCC3)N(C)C)cc1 (stereo unspecified)
 : 5, -17, -5, -1, -1, -0.4, 4, 4, -20, 15, -17
> O=C(CCn1nc(-c2ccc(Cl)cc2)ccc1=O)N1CCC2(CC1)OCCO2
 : 9, 3, 2, 0, -2, -0.4, 7, 0, 4, 1, 11
> Cc1ccc(OCC(=O)N2CCN(CC3CC4C=CC3C4)CC2)cc1 (stereo unspecified)
 : 12, 5, 8, 2, -4, 6.2, 7, 5, 3, -1, 22
> O=c1[nH]c(=O)n(-c2ccccc2)c(O)c1N=Nc1ccc(Br)cc1
 : -12, -3, 4, -1, 3, 0.3, -6, 10, -10, 8, 4
> C[C@@H]1CN([C@@H](C)CO)C(=O)CCCn2cc(nn2)CO[C@H]1CN(C)C(=O)Oc1cccc2ccccc12
 : -5, 11, -3, ., 27, 0.5, ., -10, -21, -12, 3
> Cc1csc(NC(=O)C(Cl)c2ccccc2)n1 (stereo unspecified) (tested in a mixture with another compound)
 : -12, -14, ., 3, 11, 0.9, ., -35, -5, -4, 3
> COC(=O)C1=C(c2ccc(OC)c(OC)c2)C[C@@H]2CC[C@H]1N2C(=O)NCCCOC(C)C
 : -15, 12, -10, 4, -2, 0.4, 7, -5, 11, -33, -14
> O=C(C(=O)N1CCOCC1)c1cn(Cc2ccc(F)cc2)c2ccccc12
 : 3, 14, 2, 2, 2, -0.2, 11, 15, 6, 7, -25
> COC(=O)C1=C(c2ccc(OC(F)(F)F)cc2)C[C@@H]2CC[C@H]1N2C(=O)NC1CC1
 : -10, 3, 0, 3, -4, -1.8, -4, -10, -13, -13, 9
> O=C(N/N=C/c1c(O)n(CCc2ccc(F)cc2)c(=O)[nH]c1=O)c1ccccc1
 : -11, 13, ., -3, 7, 2.1, ., 11, 14, 14, 6
> CN1C(=O)NC(=O)/C(=C/c2ccc([N+](=O)[O-])s2)C1=O
 : ., -2, 7, -4, 6, 0.1, 10, 13, -13, 5, -12
> COC(=O)C1=C(c2cc3ccccc3o2)C[C@@H]2CC[C@H]1N2C(=O)N1CCC(O)CC1
 : -16, 7, -3, 1, 0, 0.5, -1, 2, 18, 3, -9
> CC(C)c1cccc(C(C)C)c1OCCn1ccnc1
 : 4, 5, -1, 0, -24, -0.8, 10, 17, 7, 2, -20
> Cc1ccccc1-n1c(O)c(/C=N/c2nccs2)c(=O)[nH]c1=O
 : -4&-2, 10&12, 4&2, 6&6, 9&-3, 2.1&-2.0, 6&11, -4&16, 5&-6, -3&1, -35&8
> O=c1[nH]c(=O)n(CCC2=CCCCC2)c(O)c1C=Nc1cccc(F)c1
 : 17, 15, -3, 2, 0, -0.4, 1, 22, -9, 9, -4
> CCCCSP1(=S)NCCCO1 (stereo unspecified)
 : -5, 11, 10, 5, -8, -0.8, -21, 12, 0, -4, -30
> CC(=O)c1cn(Cc2ccccc2C#N)c2ccccc12
 : 83, 29, -1, 2, 15, -0.5, 22, 33, 0, 20, 75*
> COc1ccc2nc(NC3=NCCN3)sc2c1
 : -78, -187, -15, -3, 4, -1.7, -20, -223, -8, 33, -90
> CN(C)CC#CCC(O)(c1ccccc1)C1CCCC1 (stereo unspecified)
 : -3, 29, 4, -1, 13, -0.1, -18, 19, -1, 2, 0
> CC(=O)C1(c2ccccc2)CCNCC1
 : -10, -11, 0, 1, 9, 0.5, -2, 7, 3, 9, -13
> CN(CC#CCN1CCCC1)C(=O)c1cccc(Cl)c1
 : 5, 9, 1, 1, 4, -0.4, 3, -14, 2, 5, -18
> COc1cc(OC)c(OC)cc1CNCCc1ccc(F)cc1
 : 1, 12, -1, ., -3, 0.7, -3, -1, 7, -3, -23
> CC(C)C(=O)N1CCN(CCN=Cc2c(O)n(C)c(=O)n(C)c2=O)CC1
 : 1, 8, -1, 2, -15, 5.6, 2, 2, -8, -9, -6
> C[C@]12CC[C@H](O)CC1=CCC1C2CC[C@@]2(C)C1C[C@@H](O)[C@@H]2O (stereo partly specified)
 : -56, 7, 6, ., 2, -1.9, 11, 6, -38, -12, -25
> CCN[C@@H](C)Cc1cccc(C(F)(F)F)c1
 : 0, 8, 1, ., 12, 0.0, 3, -1, 5, -1, -46
> c1ccc2c(NC3=NCCS3)cccc2c1
 : -4, -10, -5, 4, 2, 2.3, -5, -27, 5, -7, 8
> Cc1ccsc1C(=O)C1CCCN(Cc2c(C)nn(C(C)C)c2C)C1 (stereo unspecified)
 : 36, 8, 4, 1, 4, -0.3, 2, 10, 6, -7, 27
> CC(c1ccccc1)n1cncc1C(=O)N1CCCC1=O (stereo unspecified)
 : -15, 8, -5, 1, 5, 3.1, -1, 7, -1, -2, -11
